TNAP inh hi DEA – inhibitors of human TNAP at high phosphate acceptor concentration | P05186 | actives 0.03% (n = 200,000) | inhibition, % at 20 µM | purified TNAP, CDP-star luminescence, 1 M DEA;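 active = over 50% inhibition of tissue-nonspecific alkaline phosphatase at 20 µM in the single-dose screen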;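 note: plate controls were DMSO wells for no effect and EDTA-quenched wells as full inhibition for full effect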
Target sequence (P05186 whole entry, looked up): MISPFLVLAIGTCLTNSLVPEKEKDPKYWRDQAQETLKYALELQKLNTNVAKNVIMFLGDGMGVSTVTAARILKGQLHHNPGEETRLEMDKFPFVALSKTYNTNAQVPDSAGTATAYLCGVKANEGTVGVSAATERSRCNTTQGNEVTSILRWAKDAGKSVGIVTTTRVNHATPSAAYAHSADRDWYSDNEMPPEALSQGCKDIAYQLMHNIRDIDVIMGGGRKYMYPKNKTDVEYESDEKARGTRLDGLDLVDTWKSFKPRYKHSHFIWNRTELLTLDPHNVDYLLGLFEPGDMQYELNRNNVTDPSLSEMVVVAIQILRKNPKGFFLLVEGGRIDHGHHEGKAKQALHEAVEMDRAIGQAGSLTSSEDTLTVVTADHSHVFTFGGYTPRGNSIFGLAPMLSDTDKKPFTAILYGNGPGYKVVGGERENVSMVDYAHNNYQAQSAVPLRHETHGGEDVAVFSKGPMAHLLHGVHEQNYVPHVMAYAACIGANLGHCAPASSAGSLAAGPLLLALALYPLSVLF
Diaphorase inh – counter-screen for diaphorase-based assays: diaphorase inhibitors and chemical oxidizers. actives 0.69% (n = 190,000). inhibition, % at 20 µM. diaphorase resazurin-to-resorufin fluorescence, NADH, 16 min; bacterial (C. kluyveri) enzyme, not human;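 active = primary screen inhibition at 20 µM above a set limit, cut at about 50% in these data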;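 note: plate controls were DMSO with full reaction for no effect and wells lacking NADH for full effect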
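Test system: bacterial diaphorase enzyme (C. kluyveri); Quantity: 0.14 U/mL diaphorase, enzyme working solution; Times: reaction incubation of 16 min at room temperature; Measured by: fluorescence of resorufin formed from resazurin, Ex 544/Em 590 nm; Benchmarks: positive control minus NADH, DMSO neutral control.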
bIAP act – increases bovine intestinal alkaline phosphatase activity; actives 0.17% (n = 200,000); purified bovine IAP, CDP-star luminescence, 30 min; hits give high values; fold of DMSO-control signal, blank-subtracted; activation factor at 20 µM; AID 1016;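 active = activation factor of 2 or more at 20 µM, a signal rise over negative controls twice the positive control's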
PMI act hi M6P – PMI (human) activation, high substrate; coupled PMI enzyme assay, resazurin fluorescence, 20 min; hits give high values; 1 = untreated enzyme, 0 = substrate-free blank; activation factor at 20 µM; AID 1216; actives 0.34% (n = 190,000); P34949;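 active = activation factor of 2 or more at 20 µM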
Target sequence (P34949 whole entry, looked up): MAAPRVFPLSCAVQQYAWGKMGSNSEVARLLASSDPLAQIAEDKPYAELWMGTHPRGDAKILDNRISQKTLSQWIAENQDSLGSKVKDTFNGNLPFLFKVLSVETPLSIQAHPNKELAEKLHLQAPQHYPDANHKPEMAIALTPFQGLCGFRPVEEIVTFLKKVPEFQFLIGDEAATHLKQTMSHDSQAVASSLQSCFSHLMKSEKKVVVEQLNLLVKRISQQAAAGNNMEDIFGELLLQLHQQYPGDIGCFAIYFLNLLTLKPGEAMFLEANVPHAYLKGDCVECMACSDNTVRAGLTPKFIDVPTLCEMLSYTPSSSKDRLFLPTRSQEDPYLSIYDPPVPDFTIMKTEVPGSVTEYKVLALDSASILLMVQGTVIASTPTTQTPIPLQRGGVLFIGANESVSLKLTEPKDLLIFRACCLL
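Test system: human PMI in coupled enzyme assay; Input: PMI at 15 ng/mL final; Medium: HEPES buffer, pH 7.4; Schedule: 20 min incubation at room temperature; Technique: resorufin fluorescence at Ex 544/Em 590 nm; Compound: 20 µM single dose; Probe or stimulus: Near-saturating mannose-6-phosphate, 1.0 mM.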
PMI activator – increases human mannose-6-phosphate isomerase activity. activation factor at 20 µM. purified human PMI, coupled resazurin fluorescence, 20 min; hits give high values; 1 = vehicle control, 0 substrate-free wells. actives 0.005% (n = 190,000);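 active = activation factor of 2 or more at 20 µM, relative to plate controls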
TNAP act hiacc – increases human TNAP activity under high phosphate acceptor concentration | P05186 | purified TNAP, CDP-star luminescence, 1 M DEA, 30 min; hits give high values; 0 = EDTA background, 1 = DMSO-only activity | 200,000 tested, under 10 active | activation factor at 20 µM;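 active = activation factor at least 2 at 20 µM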
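Control set: EDTA negative control, DMSO positive control / Assay system: human TNAP / Quantity: TNAP 1/800 final / Evaluation: TNAP activation factor scaled between EDTA and DMSO control wells / Measured by: luminescent substrate turnover signal / Compound dosing: one dose, 20 µM / Times: 30 min enzyme reaction at room temperature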
bIAP inhibitor – intestinal alkaline phosphatase (bovine) inhibition | purified bovine IAP, CDP-star luminescence, 30 min | 190,000 tested, under 10 active | AID 1019 | inhibition, % at 20 µM;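 active = over 50% inhibition of intestinal alkaline phosphatase at 20 µM in the single-dose screen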
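Incubation: 30 min reaction at room temperature / Material: purified bovine intestinal alkaline phosphatase (IAP) enzyme / Input: enzyme at 1/65,000,000 dilution / Dosing: 20 µM single dose / Signal: CDP-star luminescence signal / Reagent: CDP-star chemiluminescent phosphatase substrate, 30 µM final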
Diaph act CS – counter-screen for diaphorase-based assays: diaphorase activators and chemical reducers. Diaphorase/resazurin coupled assay, resorufin fluorescence, 16 min; hits give high values; 1 = vehicle wells, 0 = NADH-free wells. activation factor at 20 µM. actives 0.005% (n = 190,000). AID 1229;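 active = diaphorase activity raised at least twofold by the compound at 20 µM; inactive = activation factor below 2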
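test system = bacterial diaphorase enzyme (C. kluyveri) | quantity = enzyme 0.07 U/mL final | reagent = NADH substrate 0.114 mM plus resazurin dye 0.1 mM, final | incubation = 16 min enzyme reaction, ambient temperature | buffer or medium = HEPES pH 7.4 buffer with MgCl2 and Tween 20 | signal = fluorescence of resorufin, 544 nm excitation, 590 nm emission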
L major viab – inhibitors of Leishmania major promastigote growth; Leishmania major promastigotes, resazurin fluorescence viability; inhibition, % at 10 µM; actives 9% (n = 200,000); AID 1063; in the data active = inhibition above about 50%;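 note: promastigotes grown with compound for 44 hours at 28 °C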
TNAP inh no acc – inhibitors of human TNAP without phosphate acceptor; P05186; purified TNAP, CDP-star luminescence, 30 min; inhibition, % at 20 µM; actives 0.26% (n = 200,000); AID 1012;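 active = tissue-nonspecific alkaline phosphatase inhibition above about 50% at 20 µM in the single-dose screen, limit read from the data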;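 note: 0% = DMSO negative control and 100% = EDTA positive control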
The depositor's hits bear a star; · = no result given; & = joins results of further samples.

1: CCOC(=O)C1=C(C)NC(=O)CC1c1cc2c(cc1Br)OCO2 (stereo unspecified)
2: CCCC(C)C(=O)Nc1ccc(S(N)(=O)=O)cc1 (stereo unspecified)
3: CCCCNC(=O)COC(=O)CCC(=O)c1cccs1
4: c1ccc2nc3c(nc2c1)[nH]c1ccccc13
5: COc1ccc(/C=C/C(=O)OCC(=O)Nc2cc3oc4ccccc4c3cc2OC)cc1
6: COC(=O)c1cccc(NC(=O)Cn2cnc3c2c(=O)n(C)c(=O)n3C)c1
7: CS(=O)(=O)N1CCN(c2c(Cl)cccc2[N+](=O)[O-])CC1
8: Nc1cc(Cl)ccc1N1CCOCC1

compound no.	1	2	3	4	5	6	7	8
TNAP inh hi DEA	-6	-4	8	-6	-4	-6	-2	-3
Diaphorase inh	11	-6	4	14	0	4	6	3
bIAP act	0.9	1	0.7	1	1	0.9	1	0.9
PMI act hi M6P	0.9	1.1	1	0.9	1	1.1	1	1
PMI activator	1	1	1	0.9	0.9	1	1	1
TNAP act hiacc	1.1	1	0.9	1.1	1	1.1	1	1
bIAP inhibitor	15	-1	30	0	0	10	0	9
Diaph act CS	0.9	1.1	1	0.9	1	1	0.9	1
L major viab	-7	22	-8	-4	0	·	-1	1
TNAP inh no acc	-8	4	5	-2	-13	-15	-9	-10

9: CCc1nc(-c2ccccc2)c2ccccn12
10: CCC(C)c1ccc(NC(=O)C2CCN(c3ncccn3)CC2)cc1 (stereo unspecified)
11: CN(C)CCC(c1ccc(Cl)cc1)c1ccccn1 (stereo unspecified)
12: COC(=O)Cn1c(CN2CCOCC2)nc2c1c(=O)[nH]c(=O)n2C
13: O=C1NCC(COCC2CC=CCC2)O1 (stereo unspecified)
14: Cc1cc(C(F)(F)F)nn1Cc1n[nH]c(=S)n1Cc1ccccc1
15: O=C(O)c1ccc(CSc2ncn[nH]2)cc1
16: O=C(CN(C(=O)c1csnn1)c1ccc(F)cc1)NCc1ccc(F)cc1

compound no.	9	10	11	12	13	14	15	16
TNAP inh hi DEA	-5	0	-6&-5	-10	-3	-2	-2	-3
Diaphorase inh	44	3	6&9	0	4	42	14	-10
bIAP act	1.5	1	1&0.9	0.9	0.8	1	0.9	0.9
PMI act hi M6P	0.6	0.9	1.1&1.1	1.1	1.2	0.9	1	1.1
PMI activator	0.7	1.1	1&1.1	1	1.1	0.9	1	1
TNAP act hiacc	1.1	1	1.1&1.1	1.1	1	1	1	1
bIAP inhibitor	-47	-3	2&11	7	18	-3	10	8
Diaph act CS	0.6	1	0.9&0.9	1	1	0.6	0.9	1.1
L major viab	17	7	-7	-9	-7	1	-4	-4
TNAP inh no acc	-6	0	-3&-11	-3	-11	7	-8	-6

The final four compounds of the section above lead into the next.
13: O=C1NCC(COCC2CC=CCC2)O1 (stereo unspecified)
14: Cc1cc(C(F)(F)F)nn1Cc1n[nH]c(=S)n1Cc1ccccc1
15: O=C(O)c1ccc(CSc2ncn[nH]2)cc1
16: O=C(CN(C(=O)c1csnn1)c1ccc(F)cc1)NCc1ccc(F)cc1
17: Cc1cc(C)cc(NC(=O)C(OC(=O)C2=COCCO2)c2ccccc2)c1 (stereo unspecified)
18: COc1ccc(N(CCN2C(=O)c3ccccc3C2=O)C(=O)c2cccc([N+](=O)[O-])c2)cc1
19: Cc1ccc(NC(=O)COC(=O)c2ccc3c(c2)OCCO3)cc1S(=O)(=O)N1CCOCC1
20: Cc1ccc(C(CC(=O)c2ccc(Cl)cc2)C(=O)O)cc1 (stereo unspecified)
21: Cc1ccc(Oc2ncc(CN3CC(C)OC(C)C3)s2)cc1 (stereo unspecified)
22: O=C(C1CC1)N(CCN(C(=O)C1CC1)c1ccccc1)c1ccccc1
23: Cc1c(C(=O)C(=O)NCC2CCCO2)c2ccccc2n1C (stereo unspecified)
24: COc1ccc(-n2c(C)cc(-c3cn4cccc(C)c4n3)c2C)cc1

compound no.	13	14	15	16	17	18	19	20	21	22	23	24
TNAP inh hi DEA	-3	-2	-2	-3	0	0	1	0	-4	-7	-4	-6
Diaphorase inh	4	42	14	-10	12	6	10	4	4	-1	-1	0
bIAP act	0.8	1	0.9	0.9	0.9	1.1	1.1	1	1	1	0.8	1.1
PMI act hi M6P	1.2	0.9	1	1.1	1	1	1	1	1.1	1	1.1	0.9
PMI activator	1.1	0.9	1	1	0.9	0.9	1	1.1	1	0.9	1.1	1
TNAP act hiacc	1	1	1	1	1	1	1	1	1	1.1	1	1.1
bIAP inhibitor	18	-3	10	8	14	-13	-8	5	-2	1	16	-6
Diaph act CS	1	0.6	0.9	1.1	0.9	0.9	0.9	1	1	1	1	1
L major viab	-7	1	-4	-4	5	-1	3	0	52*	-1	-4	63*
TNAP inh no acc	-11	7	-8	-6	-60	-17	-4	-7	-12	-10	-13	-8

Five compounds from above, reduced to PMI act hi M6P.
no.	structure	PMI act hi M6P
20	Cc1ccc(C(CC(=O)c2ccc(Cl)cc2)C(=O)O)cc1 (stereo unspecified)	1
18	COc1ccc(N(CCN2C(=O)c3ccccc3C2=O)C(=O)c2cccc([N+](=O)[O-])c2)cc1	1
21	Cc1ccc(Oc2ncc(CN3CC(C)OC(C)C3)s2)cc1 (stereo unspecified)	1.1
19	Cc1ccc(NC(=O)COC(=O)c2ccc3c(c2)OCCO3)cc1S(=O)(=O)N1CCOCC1	1
17	Cc1cc(C)cc(NC(=O)C(OC(=O)C2=COCCO2)c2ccccc2)c1 (stereo unspecified)	1

Going on with the list.
25: COc1ccc(CC(=O)NC(C)c2nnc(SCC(=O)Nc3ccccc3F)n2C)cc1 (stereo unspecified)
26: COc1ccccc1CN1C[C@@H]2C[C@@H](C3=Cc4cccc(OC)c4OC3)N3CCC[C@@]23C1=O
27: CCCCC(O)(CCCC)C(=O)NN(C(=O)CCl)c1ccccc1
28: O=C(CSc1nnc(-c2ccccn2)n1-c1ccccc1)Nc1ccc2c(c1)OCO2
29: CCOC(=O)c1[nH]c2ccccc2c1NC(=O)c1ccc(Br)o1
30: C=C(C)CSc1nc2ccccc2[nH]1
31: c1ccc2c(c1)nc1n2CN(Cc2ccc3c(c2)OCO3)CN1
32: CC1=C(C(=O)Nc2ccccc2F)C(c2ccsc2)C2=C(CC(c3ccccc3)CC2=O)N1 (stereo unspecified)

compound no.	25	26	27	28	29	30	31	32
TNAP inh hi DEA	-2	-8	6	0	-4	1	-6	-6
Diaphorase inh	4	29	11	10	19	5	4	21
bIAP act	1	1.5	1	1	0.9	1	0.9	1
PMI act hi M6P	1	0.9	1	1	0.9	1	0.8	0.9
PMI activator	1	0.9	1	1	0.9	1	0.9	1
TNAP act hiacc	1	1.1	0.9	1	1	1	1.1	1.1
bIAP inhibitor	-2	-49	1	4	7	-1	8	-5
Diaph act CS	1	0.7	0.9	0.9	0.8	0.9	1	0.8
L major viab	0	9	55*	-5	44	3	34	16
TNAP inh no acc	-11	-17	-3	-2	-9	-5	-4	-5

33: Cc1c(C(=O)N2CCN(c3ccccc3)CC2)sc2ncnc(N3CCC(C)CC3)c12
34: O=C(Cn1nnc(-c2cccc(C(F)(F)F)c2)n1)NC(=O)NCc1ccco1
35: COc1ccccc1-c1nn2c(-c3ccco3)nnc2s1
36: COc1cc(NC(=O)N2CCOCC2)cc(OC)c1
37: COc1ccccc1Oc1nc(-c2cccnc2)nc2ccccc12
38: O=C(CSc1nnc(CNc2ccc(F)cc2)o1)N1CCN(C(=O)c2ccco2)CC1
39: CC1(C)Cc2cccc(Oc3ccc(S(=O)(=O)N4CCCC4)cn3)c2O1
40: CCCCN1C(=O)NC2NC(=O)NC21 (stereo unspecified)

compound no.	33	34	35	36	37	38	39	40
TNAP inh hi DEA	-1	-5	-3	-6	1	-6	0	-5
Diaphorase inh	20	-12	22	13	19	17	1	-7
bIAP act	1	1	1.1	1	1	1	1.4	1.1
PMI act hi M6P	0.8	1	0.9	1	0.9	0.9	1	1.1
PMI activator	0.8	1.1	1.1	1	0.9	1	1	1.1
TNAP act hiacc	1	1	1	1.1	1	1.1	1	1.1
bIAP inhibitor	-1	1	-7	0	-2	0	-42	-10
Diaph act CS	0.8	1.1	0.8	0.9	0.8	0.8	1	1.1
L major viab	-1	6	67*	-2	16	-5	11	-1
TNAP inh no acc	-5	-2	-10	-13	-4	-11	8	-13

41: CCCCc1c(C)c2cc(C)ccc2[nH]c1=O
42: CCOc1ccc(-n2ccnc2SCC(=O)NCc2ccc3c(c2)OCO3)cc1
43: CS(=O)(=O)N1CCN(c2ccccc2NC(=O)c2cccnc2)CC1
44: CN1/C(=C\C(=O)Nc2ccc(Br)cc2)C(C)(C)c2ccccc21
45: O=C(CCN1CCOCC1)c1ccc(Br)cc1
46: CCC(C)NC(=O)Cc1ccc(-c2ccccc2)cc1 (stereo unspecified)
47: Cc1nnc(N(C)C(=O)Cc2ccc3c(c2)OCO3)s1

compound no.	41	42	43	44	45	46	47
TNAP inh hi DEA	-6	-8	0	0	-8	-4	-2
Diaphorase inh	9	10	15	13	3	2	4
bIAP act	0.6	1	0.9	1	1	1.1	1
PMI act hi M6P	1	0.9	0.9	0.9	0.4	1.2	1.1
PMI activator	1	0.9	0.8	0.9	0.4	1.2	1.1
TNAP act hiacc	1.1	1.1	1	1	1.1	1	1
bIAP inhibitor	39	2	11	1	3	-10	1
Diaph act CS	0.9	0.9	0.8	0.9	1	1	1
L major viab	17	4	2	-10	33	8	-6
TNAP inh no acc	-19	-15	-8	-14	-8	-8	-1

Ordered by length of the SMILES (highest first): some entries from above.
43: CS(=O)(=O)N1CCN(c2ccccc2NC(=O)c2cccnc2)CC1
47: Cc1nnc(N(C)C(=O)Cc2ccc3c(c2)OCO3)s1
41: CCCCc1c(C)c2cc(C)ccc2[nH]c1=O

compound no.	43	47	41
TNAP inh hi DEA	0	-2	-6
Diaphorase inh	15	4	9
bIAP act	0.9	1	0.6
PMI act hi M6P	0.9	1.1	1
PMI activator	0.8	1.1	1
TNAP act hiacc	1	1	1.1
bIAP inhibitor	11	1	39
Diaph act CS	0.8	1	0.9
L major viab	2	-6	17
TNAP inh no acc	-8	-1	-19

Bioassay records (PubChem BioAssay)
